Screening results from PubChem BioAssay.
SENP6 inh: inhibitors of human SENP6 protease; Recombinant SENP6 catalytic domain, aminoluciferin luminescence; inhibition, % at 10 µM; 330,000 tested, 1.8% active; AID 2599;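 active means inhibition above about 50% at the single tested dose, limit read from the data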;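 further: plate controls were DMSO wells with enzyme for no effect and DMSO wells lacking enzyme for full effect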
Target sequence (Q9GZR1 628-1112 limits assumed): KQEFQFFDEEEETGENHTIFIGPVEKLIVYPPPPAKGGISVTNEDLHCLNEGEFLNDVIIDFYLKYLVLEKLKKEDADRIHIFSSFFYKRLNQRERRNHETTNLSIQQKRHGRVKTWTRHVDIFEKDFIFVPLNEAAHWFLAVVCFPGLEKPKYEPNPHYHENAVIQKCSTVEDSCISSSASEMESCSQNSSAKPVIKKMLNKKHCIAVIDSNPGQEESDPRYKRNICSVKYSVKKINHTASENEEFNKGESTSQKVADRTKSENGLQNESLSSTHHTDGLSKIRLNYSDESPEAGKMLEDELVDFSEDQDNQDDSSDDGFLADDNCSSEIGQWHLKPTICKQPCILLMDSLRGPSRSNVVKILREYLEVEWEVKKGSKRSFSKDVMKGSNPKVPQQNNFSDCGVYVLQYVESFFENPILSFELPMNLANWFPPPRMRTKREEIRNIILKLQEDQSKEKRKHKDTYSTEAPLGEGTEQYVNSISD
SENP7 inh: blocks the human protease SENP7; Q9BQF6; recombinant SENP7, Z-RLRGG-aminoluciferin luminescence, 40 min; inhibition, % at 5 µM; 330,000 tested, 1.5% active; AID 434973;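 active means inhibition above about 50% at the single test dose, limit read from the data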;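 further: plate controls were DMSO with enzyme for no effect and no enzyme buffer wells for full effect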
Target sequence (Q9BQF6 706-1050 limits assumed): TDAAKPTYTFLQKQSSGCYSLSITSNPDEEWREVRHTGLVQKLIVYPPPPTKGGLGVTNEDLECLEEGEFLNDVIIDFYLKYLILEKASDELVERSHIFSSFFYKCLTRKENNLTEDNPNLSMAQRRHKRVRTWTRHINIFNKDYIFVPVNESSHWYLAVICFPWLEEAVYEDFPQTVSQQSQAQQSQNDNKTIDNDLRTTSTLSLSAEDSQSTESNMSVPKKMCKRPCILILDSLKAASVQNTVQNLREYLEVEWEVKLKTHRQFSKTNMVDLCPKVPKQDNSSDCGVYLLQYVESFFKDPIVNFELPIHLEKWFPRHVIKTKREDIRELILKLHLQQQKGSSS
SENP1 inh: SENP1 (human) catalytic domain inhibition; inhibition, % at 10 µM; 360,000 tested, 0.21% active; AID 624204; recombinant SENP1 catalytic domain, CyPet-SUMO1-YPet FRET cleavage;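 active means inhibition at least 30% at 10 µM, raw YFP signal under a set limit, fluorescence ratio 0.5 to 1.5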;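 further: 0% = enzyme with DMSO and 100% = no enzyme wells; some results filed as inactive read as strong as hits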
Target sequence (Q9P0U3 419-644 limits assumed): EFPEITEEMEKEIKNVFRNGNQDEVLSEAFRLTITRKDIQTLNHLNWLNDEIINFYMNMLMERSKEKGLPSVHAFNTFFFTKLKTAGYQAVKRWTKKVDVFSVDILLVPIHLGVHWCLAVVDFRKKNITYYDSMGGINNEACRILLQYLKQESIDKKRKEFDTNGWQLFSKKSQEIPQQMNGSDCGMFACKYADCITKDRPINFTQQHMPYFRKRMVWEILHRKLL
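Test system: human SENP1 catalytic domain; medium: Tris pH 8 buffer plus EDTA, NaCl, BME, BSA, NP40, catalase; incubation: 50 min reaction at room temperature; technique: FRET, CFP and YFP emission; controls: no-enzyme low control and enzyme-plus-DMSO high control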
SENP8 block-1: inhibitors of human SENP8 protease; inhibition, % at 10 µM; AID 2540; Q96LD8; 330,000 tested, 1.2% active; purified SENP8, Z-RLRGG-aminoluciferin cleavage, luminescence; in the data active means inhibition above about 50%
Apaf-1 inh: blocks human Apaf-1 apoptosome activity; reconstituted apoptosome caspase-3 activity, DEVD-Rh110 fluorescence; inhibition, % at 20 µM; O14727; 330,000 tested, 0.71% active; active means inhibition of at least 40% at 20 µM;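 further: plate controls were DMSO wells for no effect and DEVD-CHO caspase inhibitor wells for full effect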
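Assay system – apoptosome proteins · Medium – Hepes buffer, pH 7.5 · Also added – cytochrome c with DEVD-Rh110 · Timing – 30 min compound preincubation, 50 min activation, room temperature · Detection – Rh110 fluorescence, excitation 480 nm, emission 540 nm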
PfGluPho inh: PfG6PD (Plasmodium falciparum) enzyme inhibition; PfGluPho enzyme, NADPH resazurin-diaphorase fluorescence; inhibition, % at 20 µM; 350,000 tested, 0.78% active; AID 504690;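 active means inhibition reaching at least a set limit at 20 µM in the primary screen, cut at about 59% in these data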;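 further: 0% = DMSO wells with substrate and 100% = DMSO wells lacking glucose-6-phosphate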
SENP8 block-2: inhibitors of human SENP8 protease | Q96LD8 | recombinant SENP8, Nedd8 substrate fluorescence | inhibition, % at 20 µM | 360,000 tested, 0.64% active | AID 602440; in the data active means inhibition mostly above about 40%, no sharp cut-off; inactive means mostly below about 27%
HKDC1 inhibitor: HKDC1 (human) hexokinase inhibition; inhibition, % at 20 µM; Q2TB90; 340,000 tested, 0.16% active; recombinant HKDC1, G6PDH/diaphorase resazurin coupled fluorescence; AID 493160;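 active means inhibition above about 35% when tested at 20 µM, limit read from the data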;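 further: plate controls were DMSO wells with enzyme for no effect and DMSO wells lacking enzyme for full effect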
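test system = in-house recombinant HK5 (HKDC1) enzyme | amount = HKDC1 at 5 µg/mL | control set = DMSO-enzyme wells negative, buffer-substituted wells positive | compound = one dose of 20 µM, 1% DMSO | schedule = reaction time 90 min, room temperature, protected from light | technique = resorufin fluorescence at 613 nm | reagent = glucose with 1 mM ATP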
Active calls of the source: *; x = not tested or not shown.

SMILES	SENP6 inh	SENP7 inh	SENP1 inh	SENP8 block-1	Apaf-1 inh	PfGluPho inh	SENP8 block-2	HKDC1 inhibitor
CC1=C(C(=O)Nc2ccccc2C(=O)N2CCC(C)CC2)SCCO1	5	0	1	6	5	2	3	-6
COc1ccc([C@@H]2[C@@H]3C(=O)N(C(C)(C)C)C(=O)[C@@H]3[C@]3(Cc4ccccc4)C(=O)N(c4cccc(Br)c4)C(=O)N23)cc1	-15	-8	-9	1	13	19	24	0
C/C(=N/Nc1ccc(C)cc1)C1(C)N(O)C(C)(C)C(c2ccco2)=[N+]1[O-] (stereo not drawn)	-12	-5	1	-13	-8	5	13	-8
CCc1ccc(CNC(=O)c2ccc(OC3CCN(C(=O)COC)CC3)cc2)nc1	8	12	-1	-9	3	-7	1	-8
Cc1ccc(CNC(=O)CNC(=O)[C@@H]2Cc3ccccc3CN2)cc1	7	13	2	0	-6	-8	10	-4
COC(=O)Cc1ccc(NC(=S)NCc2ccc(Cl)cc2)cc1	-4	-3	1	-8	0	6	17	-2
COCC(=O)N1CCC(n2nccc2NC(=O)c2ccccc2OC)CC1	-17	4	1	1	9	-10	9	1
CC(C)(CO)Nc1nc(Nc2ccccc2)nc(Nc2ccccc2)n1	-18	10	0	-2	15	-1	9	3
CC(C)CCNC(=O)C(=O)NC1CCCC1	-2	-3	0	-8	-2	-4	10	-6
CN(CC(=O)Nc1cc(C(F)(F)F)ccc1-n1cncn1)Cc1ccccc1N1CCOCC1	x	x	-1	x	x	25	23	-2
CCOC(=O)C1C(C(=O)OC)=C(c2ccc(OC)cc2)c2ccc(OC)cc2N1S(=O)(=O)C(F)(F)F (stereo not drawn)	x	-5	0	x	23	24	-193	4
CCC(=O)NCCc1nc2cc(NC(=O)c3ccccc3OC)ccc2n1C	-12	4	-1	3	-16	-3	21	5
O=S(=O)(c1ccc(Cl)c(NC(=S)N/N=C/c2c(F)cccc2F)c1)N1CCOCC1	-5	-4	2	-5	10	2	19	4
Fc1cc(F)nc(NCc2ccccc2)n1	x	x	4	x	x	-18	20	-3
Cc1ccc(O)c(C2=NOC(O)(C(F)(F)C(F)F)C2)c1 (stereo not drawn)	4	13	1	0	-10	-11	8	-3
Cc1c(C(=O)Nc2nnc(C(F)(F)F)s2)oc2ccccc12	47	62*	1	39	5	104*	-237	-7
COc1ccc(/C=N/Nc2nc(C)cc(=O)[nH]2)cc1OC	13	4	1	3	-9	-14	-42	-2
O=C(NCc1cccs1)c1ccc(Cl)s1	-26	3	0	-8	-17	2	7	-6
C[C@H]1CN(S(=O)C(C)(C)C)[C@H](CCO)/C1=C\c1ccccc1 (stereo partly drawn)	x	x	0	x	x	-7	10	-7
O=S1(=O)CCC(N2CCOCC2)C1 (stereo not drawn)	3	3	-1	3	-11	6	14	-6
COc1ccc(CN(Cc2cc3cc(C)ccc3[nH]c2=O)C(=O)N(C)C)cc1	4	9	-121	-5	13	-2	-69	-4
CC1CCCCN1C(=O)COc1ccc2ccc(=O)oc2c1 (stereo not drawn)	-19	-5	3	-5	-4	-12	-252	-10
CN=C(Nc1cc(C)nn1-c1ccccc1)c1ccccc1F	-11	1	-1	1	-12	-1	8	-8
Cc1ccc2nc(-c3sc4nc(C)cc(C)c4c3N)[nH]c2c1	-21	-11	-25	-18	21	77*	-285	0
COc1ccc(OC)c(N2C(=NC(=O)C3CCCCC3)SC3CS(=O)(=O)CC32)c1 (stereo not drawn)	-4	8	1	-11	8	-2	3	-5
COc1ccccc1CN(C)C(=O)CN1CCN(S(=O)(=O)c2ccc3c(c2)OCCCO3)CC1	-16	-2	3	-7	2	7	10	-3
COC(=O)c1ccc(C23CC4(C2)[C@H](CN(Cc2ccc(-c5ccccc5)cc2)[C@@H]4c2ccccc2)C3c2ccccc2)cc1 (stereo partly drawn)	-15	9	-4	-17	27	3	4	0
COC(=O)c1c(NC(=O)CSc2nccn2C)sc(C)c1C	-18	-10	3	-14	12	-7	26	-1
CC1(C)C(=O)Nc2ccccc2N1C(=O)COC(=O)c1cccs1	11	6	0	8	-6	-5	14	-4
CS(=O)(=O)N1CCC(C(=O)Nc2ccccc2Sc2ccccc2)CC1	14	5	-1	6	3	2	11	-1
Cc1cc2oc3ccc(NCCCN4CCOCC4)cc3c(=O)c2cc1C	30	2	-17	11	26	6	-21	10
COc1cccc2c(C)cc(N3CCCCCC3)nc12	-12	2	3	5	-6	-22	-306	-7
COc1ccc(C2c3c(-c4ccccc4)n[nH]c3C(=O)N2c2ccc(C(=O)O)cc2)cc1 (stereo not drawn)	-10	7	2	-4	-2	-39	26	5
COCCN(C(=S)Nc1c(C)cccc1C)C(C)c1cccnc1 (stereo not drawn)	-9	1	1	-12	1	-1	4	1
CCc1cc(C(=O)N2CCCC(C(=O)c3cccc4ccccc34)C2)n(C)n1 (stereo not drawn)	6	4	2	4	-12	-7	1	-3
N#CC1=C(N)OC2=C(C(=O)CCC2)C1c1cc2c(cc1Br)OCO2 (stereo not drawn)	4	0	-142	-6	6	2	-53	-1
CCc1cccc(NC(=O)CN(c2ccc(C)cc2)S(=O)(=O)c2c(C)noc2C)c1	17	2	1	-10	13	22	12	8
Cc1[nH]c(=O)nc2c1CCC2	-11	3	-21	-4	-5	1	-5	-13
CCCC(=O)Nc1ccc(C(=O)NNC(=O)c2ccccc2Br)cc1	4	-2	-2	-9	-3	-73	-2	-2
COc1ccc(-c2csc(N(CCCN(C)C)C(=O)c3cccs3)n2)cc1	1	7	2	7	-1	15	22	-6
COc1ccc(CN2CCn3ncc(C(=O)Nc4ccccc4)c3C2=O)cc1	-2	6	4	-6	-4	-7	19	-4
CC(Sc1nc2ccccc2o1)C(=O)O (stereo not drawn)	6	8	1	3	-8	10	8	-12
O=C1C2C3C=CC([C@@H]2C(=O)N1Cc1cccnc1)C31CC1 (stereo partly drawn)	-3	4	-2	-2	7	-6	4	-4
COc1ccc(CCN2C(=O)N[C@@H](C(C)C)C2=O)cc1	-13	-7	1	-12	4	15	14	-3
Cc1ccoc1C(=O)Nc1ccc2ccccc2c1	97*	99*	-1	96*	13	19	-2	7
C/C(=N\OC(=O)NC(C)C)c1sc(-c2ccccc2)nc1C	25	5	2	2	5	0	16	-5
CN(C)C(=S)Nc1ccc(Br)cc1Cl	-17	-2	-2	-4	-9	15	11	-3
CCOC(=O)c1cnc2ccc(OC)cc2c1NCCN1CCOCC1	-2	7	-6	3	0	17	-196	-3

Compound profiles (already shown). Order of values: SENP6 inh	SENP7 inh	SENP1 inh	SENP8 block-1	Apaf-1 inh	PfGluPho inh	SENP8 block-2	HKDC1 inhibitor
Cc1ccoc1C(=O)Nc1ccc2ccccc2c1 in the list: 97*	99*	-1	96*	13	19	-2	7
Cc1[nH]c(=O)nc2c1CCC2 in the list: -11	3	-21	-4	-5	1	-5	-13
COc1ccc(CN2CCn3ncc(C(=O)Nc4ccccc4)c3C2=O)cc1 in the list: -2	6	4	-6	-4	-7	19	-4
CC(Sc1nc2ccccc2o1)C(=O)O (stereo not drawn) in the list: 6	8	1	3	-8	10	8	-12

Random excerpt: two entries already listed, in no set order.
SMILES	SENP6 inh	SENP7 inh	SENP1 inh	SENP8 block-1	Apaf-1 inh	PfGluPho inh	SENP8 block-2	HKDC1 inhibitor
Cc1ccoc1C(=O)Nc1ccc2ccccc2c1	97*	99*	-1	96*	13	19	-2	7
C/C(=N\OC(=O)NC(C)C)c1sc(-c2ccccc2)nc1C	25	5	2	2	5	0	16	-5

Remaining list, next part:
SMILES	SENP6 inh	SENP7 inh	SENP1 inh	SENP8 block-1	Apaf-1 inh	PfGluPho inh	SENP8 block-2	HKDC1 inhibitor
Cc1cccc(C(=O)O/N=C2\CCSc3ccc(C)cc32)c1	13	1	-3	0	15	18	-37	4
COc1ccc(-c2sc3ccccc3c2-c2ccc(O)cc2)cc1	-22	11	0	-16	26	9	-497	9
Cc1ccc(-c2cn3nc(-c4ccccc4)c(-c4ccccc4)nc3n2)cc1	-8	-4	-38	2	-8	-8	-422	3
COc1cc(CNCc2ccccc2C(F)(F)F)cc(OC)c1	-14	-3	2	-4	-4	-2	2	-5
Cc1cccn2c(CNCC(C)Oc3cccnc3)c(C(=O)N3CCOCC3)nc12 (stereo not drawn)	1	0	-7	3	-28	10	-3	-6
CC(C)C(NC(=O)C1CCCCC1)C(=O)N1CCN(c2ccc(F)cc2)CC1 (stereo not drawn)	9	0	0	-1	-1	-1	12	3
COc1ccc(N2CCN(CCCn3c(=S)[nH]c4ccccc4c3=O)CC2)cc1	-14	-2	2	0	8	10	21	3
COc1ccccc1N1CCN(C(=O)c2ccc(NC3=NC4CS(=O)(=O)CC4S3)cc2)CC1 (stereo not drawn)	-29	-8	3	-13	15	-3	8	-3
COc1ccccc1C(=O)NCC(=O)N/N=C/c1ccc([N+](=O)[O-])cc1	-1	-5	-1	-12	-7	-1	-127	-11
COc1ccc(NC(=O)c2csc3c2CCCC3)cc1	43	50*	1	25	0	41	6	-2
CCN(CC)c1ccc(/C=N/N2C(C)CCCC2C)c(O)c1 (stereo not drawn)	-4	0	-29	8	17	36	1	2
O=C1Nc2ccccc2C1=Nc1ccc(F)cc1	9	11	22	13	6	10	13	0
CCc1noc(C)c1C(=O)N1CCCC(CCC(=O)NCc2ccc(F)c(F)c2)C1 (stereo not drawn)	-11	2	-1	4	-21	-6	10	-3
O=C(NN1C(=O)c2ccccc2NC1c1ccco1)c1ccc(Br)cc1 (stereo not drawn)	2	5	1	-1	3	0	-291	-6
CN(Cc1ccccc1)C(=O)c1nc[nH]c1C(=O)N1CCN(C(=O)OC(C)(C)C)CC1	-20	7	0	-2	5	-4	6	1
Fc1cc(F)cc(NC(=S)NN2CCOCC2)c1	-11	2	0	3	1	5	6	-4
COc1ccc(NC(=O)CN2CCN(c3c(C)cc(C)cc3C)CC2)cc1	5	-2	1	7	22	1	13	-1
Cc1cccc(OCC(=O)Nc2cccc(C(=O)Nc3ccccc3C(=O)O)c2)c1	11	3	3	0	1	-29	10	5
FC(F)(F)c1cc(CCN2CCNC[C@H]2Cc2cccc3ccccc23)cc(C(F)(F)F)c1	-30	-3	-22	-36	72*	49	-7	9
CSc1cccc(NC(=O)C2CCN(S(=O)(=O)c3ccc4c(c3)NC(=O)CO4)CC2)c1	-4	2	0	9	9	3	14	8
O=C(Nc1nc2c(Cl)cccc2s1)c1ccc([N+](=O)[O-])o1	59*	7	3	43	-120	-14	5	2
CCCn1c(SCCN2C(=O)c3ccccc3C2=O)n[nH]c1=O	-19	-6	2	-1	2	-3	18	-9
CN(CC(=O)NCC(=O)Nc1ccc(F)cc1)C1CCS(=O)(=O)C1 (stereo not drawn)	-8	5	-1	-3	-8	2	5	-1
Cc1nnc(NC(=O)c2cc(S(=O)(=O)N3CCCCC3)ccc2Cl)s1	-7	-6	4	-16	-5	1	14	-2

In the list so far, two have a nitro group on carbon.
SMILES	SENP6 inh	SENP7 inh	SENP1 inh	SENP8 block-1	Apaf-1 inh	PfGluPho inh	SENP8 block-2	HKDC1 inhibitor
COc1ccccc1C(=O)NCC(=O)N/N=C/c1ccc([N+](=O)[O-])cc1	-1	-5	-1	-12	-7	-1	-127	-11
O=C(Nc1nc2c(Cl)cccc2s1)c1ccc([N+](=O)[O-])o1	59*	7	3	43	-120	-14	5	2
